# Bioassay records (PubChem BioAssay)
# hcGAS inh: Primary biochemical luminescence assay for human cyclic GMP-AMP synthase inhibitors; AID 1259398, 2018; inhibition, % at 12.5 µM; recombinant h-cGAS, ATP depletion, Kinase-Glo luminescence; Q8N884; 0.081% of 290,000 active;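 note: 0% = vehicle reaction and 100% = reaction without DNA for no activity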
# Target sequence (Q8N884 whole entry, looked up): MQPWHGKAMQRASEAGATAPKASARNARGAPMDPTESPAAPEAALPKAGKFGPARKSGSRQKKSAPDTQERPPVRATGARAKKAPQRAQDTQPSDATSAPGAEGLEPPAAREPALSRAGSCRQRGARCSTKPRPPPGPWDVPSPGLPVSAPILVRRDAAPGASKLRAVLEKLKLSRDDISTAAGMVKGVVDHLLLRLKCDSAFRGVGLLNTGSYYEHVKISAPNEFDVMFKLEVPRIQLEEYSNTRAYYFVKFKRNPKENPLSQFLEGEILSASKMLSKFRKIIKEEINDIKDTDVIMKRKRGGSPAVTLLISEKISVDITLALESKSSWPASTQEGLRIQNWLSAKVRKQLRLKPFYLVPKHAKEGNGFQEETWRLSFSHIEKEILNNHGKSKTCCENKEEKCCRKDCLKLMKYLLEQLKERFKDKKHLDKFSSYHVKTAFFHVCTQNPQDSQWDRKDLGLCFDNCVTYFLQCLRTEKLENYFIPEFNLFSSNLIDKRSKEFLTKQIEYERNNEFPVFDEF
# NPYLR7 agonist: agonists of mosquito NPYLR7 receptor, primary screen, cell-based, Aedes aegypti, calcium fluorescence, mosquito biting behavior. activation, % at 10 µM. 0.15% of 270,000 active. AID 1259423, 2018. HEK293T NPYLR7/Galpha15, GCaMP6s calcium fluorescence; in the data active = activation above about 40%;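 note: 0% = vehicle and 100% = reference agonist at the receptor; some compounds past the cut are filed as inactive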
# mcGAS lum: cyclic GMP-AMP synthase inhibitors, mouse, primary biochemical chemiluminescence; inhibition, % at 12.5 µM; 0.15% of 160,000 active; recombinant cGAS, Kinase-Glo ATP depletion luminescence; Q8C6L5;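 note: 0% = negative control wells and 100% = reference inhibitor with no enzyme activity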
# Starred values were filed as active, the others as inactive; . = no result given; & = joins results of further samples. Cut-off read from the data, not from the text of the source, unless noted: active = inhibition above about 40%; inactive = the rest. Compounds as they come, and some 0.27% of all compounds hit somewhere here.
Molecule | NPYLR7 agonist | hcGAS inh | mcGAS lum
Cc1cc(C)cc(NC(=O)c2c(N)n(/N=C\c3ccncc3)c3nc4ccccc4nc23)c1 | 4 | -3 | -7
CN(C)C(CNc1ccc2ccc(F)cc2n1)c1cnn(C)c1 (centres undefined) | 1 | -9 | .
Cc1cc(=O)oc(C)c1C(=O)OCc1ncc(-c2ccc(Cl)cc2)o1 | 3 | -4 | .
Cc1nc(Sc2nnnn2C2CCCC2)c2c(C)c(C)sc2n1 | 37 | -1 | -7
COc1ccc(NC(=O)COC(=O)c2csc3c2CCCC3)cc1Cl | 6 | -12 | .
CCN1CCN(C2=C(c3c(COC)[nH]n(-c4ccc(Cl)cc4)c3=O)C(=O)N(CC(C)C)C2=O)CC1 | 5 | -2 | -9
CCCc1cc(Nc2ccccc2)n2nc3nc(C)cc(C)c3c2n1 | -1 | -1 | -1
COCCn1c(C)cc(O)c(C(c2ccccc2)N2CCN(c3ccccn3)CC2)c1=O (centres undefined) | 9 | -7 | .
COc1ccccc1CNC(=O)C1(C)CCN1C(=O)c1ccc(C(C)(C)C)cc1 (centres undefined) | 6 | -7 | -3
COc1ccccc1-c1cc(C(=O)O)c2c(C)nn(CCC#N)c2n1 | 12 | -8 | -4
CC1CCN(C(=O)CN2C(=O)NC3(CCC(C)CC3)C2=O)CC1 (centres undefined) | 0 | -2 | .
CCOc1ccc(NC(=O)N2CCn3nc(C(=O)OC)cc3C2)cc1 | 4 | -4 | -11
O=C1C(=Cc2cn(-c3ccccc3)nc2-c2cccs2)SC(=S)N1C1CCS(=O)(=O)C1 (centres undefined) | 1 | -7 | -5
O=C(C1CCOC1)N1CCC(n2nc(-c3ccccc3)cc2-c2ccccc2)CC1 (centres undefined) | 26 | -2 | -7
CCOC(=O)C1CCN(C(=O)c2coc(CN(Cc3ccc(F)cc3)Cc3cccc(Oc4ccccc4)c3)n2)CC1 | 22 | -8 | -7
O=C(Nc1cccc(C2SCC(=O)N2c2ccc(C(F)(F)F)cc2)c1)c1cccc([N+](=O)[O-])c1 (centres undefined) | 0 | 6 | 1
O=c1c2cnc3nc(C(F)(F)F)nn3c2ccn1-c1ccccc1F | 3 | -4 | .
COC(=O)c1cc2n(n1)CCCN(C(=O)CCOc1ccccc1)C2 | 8 | -8 | -15
Cc1ccc(Cl)cc1Nc1ncccc1C(=O)NCCc1ccc(O)cc1 | 0 | -10 | -2
COc1ccc(-c2c3c(=O)n(C)ccc3nc3nc(C)nn23)cc1 | 0 | -5 | -6
O=C(Nc1nnc(-c2ccc(Cl)cc2)s1)C1CCCN1C(=O)Nc1ccccc1Br (centres undefined) | 1 | 1 | -4
CSc1cc(C(=O)O)c(Cl)cc1Cl | 5 | -7 | .
COc1cc2c(cc1NC(=O)CC(C)C)C(c1cccc3[nH]ccc13)CC(=O)N2 (centres undefined) | 9 | -9 | -8
COc1ccc(S(=O)(=O)NCC2c3cc(OC)c(OC)cc3CCN2C(=O)Nc2ccccc2OC)cc1 (centres undefined) | 13 | -4 | -5
CCn1ncc(/C=C/C(=O)c2ccccc2)c1C | -4 | -3 | -6

# Among those listed so far, these have a CF3 group:
Molecule | NPYLR7 agonist | hcGAS inh | mcGAS lum
O=C(Nc1cccc(C2SCC(=O)N2c2ccc(C(F)(F)F)cc2)c1)c1cccc([N+](=O)[O-])c1 (centres undefined) | 0 | 6 | 1
O=c1c2cnc3nc(C(F)(F)F)nn3c2ccn1-c1ccccc1F | 3 | -4 | .

# Continuation.
Molecule | NPYLR7 agonist | hcGAS inh | mcGAS lum
CCOC(=O)c1ccc(NC(=O)CSc2nnc(CNC(=O)c3ccco3)n2-c2ccc(F)cc2)cc1 | 7 | -6 | -5
CN(C)C(CNc1cccc(F)c1C#N)c1cccs1 (centres undefined) | 3 | -6 | .
CCOC(=O)c1sc(NC(=O)c2ccc(F)c(F)c2)nc1-c1ccccc1 | 11 | 0 | -5
COc1ccc(CCN2CCC(CN(C)C(=O)c3ccoc3)CC2)cc1 | 13 | -11 | .
OCCOc1cc(Br)c(Br)cc1OCCO | 1&-3 | 11&3 | 20
Cc1nn(CC(=O)NCCc2ccccc2)c(=O)c2c1cnn2-c1ccccc1 | 6 | -6 | .
COc1ccccc1-c1cc(C(=O)NC2CCN(Cc3ccccc3)CC2)nc2cc(-c3ccc(Cl)cc3)nn12 | 20 | -3 | -7
CN(C)c1ccc(/C=C/c2cc(=O)oc3ccccc23)cc1 | 7 | 6 | .
O=C(c1ccccc1F)N1CCC(Nc2ccc3ccccc3n2)CC1 | 1 | -4 | -8
O=S(=O)(c1ccc2c(c1)nc(SCc1cccc(Cl)c1)n2C1CCCC1)N1CCCC1 | . | -3 | -5
O=C(Nc1ccc(-n2nc(OCc3ccc(F)cc3)nc2-c2cccc(C(F)(F)F)c2)cc1)c1ccco1 | 1 | 0 | -4
N#Cc1nccn1Cc1coc(-c2ccc(Br)cc2)n1 | 0 | -7 | -17
COc1cccc(OC)c1-c1cnn(Cc2ccccc2)c1 | 9 | -3 | -9
O=[N+]([O-])c1ccc(CSc2ccc3nnc(-c4cccs4)n3n2)cc1 | -1 | -1 | -5
[O-][N+](=Cc1ccccc1)c1ccccc1-n1nncc1-c1ccccc1 | 4 | 0 | .
COc1ncccc1C(=O)N(CC1CCN(Cc2ccccc2F)CC1)CC1CCCO1 (centres undefined) | 18 | -8 | -11
Cc1ccc(S(=O)(=O)NCCc2ccccn2)cc1C | -1 | -12 | .
CC(=O)c1ccccc1N/C(=C/c1ccccc1[N+](=O)[O-])C(=O)O | -1 | -3 | .
COCCCN(CC(=O)N(CCc1c[nH]c2ccccc12)Cc1ccc(F)cc1)C(=O)Nc1ccc(C)cc1C | 21 | -9 | -4
Cc1ccc(C(C)C)c(OCC(=O)Nc2ccc(N3CCN(C)CC3)nc2)c1 | 24 | -11 | -9
COc1ccc(CC(=O)N2[C@@H](c3ccccc3)[C@@H](C(=O)O)C[C@]23CCCCN(C)C3=O)cc1 | 4 | -1 | -8
CCc1ccc(CN(CC)Cc2cnc(C)[nH]2)cc1 | 0 | -5 | -11
COc1cc(OC)c(-c2c(-c3ccccc3)ncn2Cc2cc(C)[nH]n2)cc1OC | 3 | -1 | .
Cc1[nH]c(=O)[nH]c(=O)c1-c1ccc(C(C)N2CCCC2)cc1 (centres undefined) | -5 | -3 | .
CC(C)c1ccccc1NS(=O)(=O)c1cc(C(=O)O)ccc1Br | -1 | 2 | -9
Oc1cccc(-c2nccc3ccccc23)c1 | -5 | 4 | .
Cn1c(=O)[nH]c(=O)c2c1nc(N1CCNCC1)n2Cc1ccc(F)cc1 | -5 | -4 | .
Cc1cc(C(F)(F)F)nn1CC(=O)Nc1ccc2c(c1)OCO2 | 5 | -7 | -6
O=C(NCc1nc(C2CC2)no1)c1nnn(-c2ccc(F)cc2)c1C1CC1 | -3 | -10 | -13
CCOc1cc(C(=O)N2CCOC(COc3cccc(C(F)(F)F)c3)C2)ccc1OC (centres undefined) | 20 | -3 | .
O=C(CCC1CCCN(C(=O)C2(c3ccc(Cl)cc3)CCC2)C1)NC1CC1 (centres undefined) | 15 | -9 | .
CC(C)c1nc(CN2C(=O)CC3(CCCCC3)CC2=O)cs1 | 4 | -11 | .
NC1(C(=O)O)CCN(Cc2cnc(-c3cccc4ccccc34)nc2)C1 (centres undefined) | 5 | -2 | .
N#CC1(c2ccccc2)CCN(C(=O)C2CC=CCC2C(=O)NCCc2ccccn2)CC1 (centres undefined) | 3 | -11 | -3
COCCN(CC(=O)N1CCc2sccc2C1COc1ccccc1F)C(=O)C1CCCC1 (centres undefined) | -2 | -3 | -4
CC(C)(C)n1nc2c(c1NC(=O)/C=C/c1ccccc1)CSC2 | 2 | 3 | 2
CN(C)CCNC(CC(=O)Nc1ccc2ccccc2c1)C(=O)O (centres undefined) | 0 | -8 | -10
O=C(COc1ccc2ccccc2c1)NCc1cnn2ccccc12 | 3 | -1 | -7
COc1ccc(-n2c(Cc3ccccc3)nnc2SCCCCC(=O)N2CCN(C(=O)c3ccc(F)cc3)C(C)C2)cc1 (centres undefined) | 15 | -3 | -6
COc1ccc(NC(=O)C2CCN(C(=O)[C@H](C)NC(=O)Nc3ccccc3Br)CC2)cc1 | 10 | -1 | -4
CC(=O)c1c(C)nn(Cc2nc(C3CC3)nn2-c2ccccc2)c1C | 5 | -2 | -8
CCCCn1c(-c2nnc(C(C)C)o2)cc2ccccc21 | -1 | -8 | -9
O=C1NN=C(c2ccccc2)C/C1=N/Nc1ncnc2ccccc12 | 7 | -2 | -9
CC1CCN(C(C)CNC(=O)CC(C)c2ccc(C(F)(F)F)cc2)CC1 (centres undefined) | -3 | 5 | .
Cc1cc(C2CCCN2Cc2ccc(C(=O)Nc3c(C)noc3C)cc2)on1 (centres undefined) | 11 | -2 | .
COc1ccc(C2NC(=O)N(C)C(C)=C2[N+](=O)[O-])cc1 (centres undefined) | -1 | -6 | .
CC1(C)C[C@@H]2C[C@@](C)(CN2C(=O)c2ccc(-n3cc(NC(=O)c4cccnc4)cn3)cc2)C1 | 9 | -14 | .
COC(=O)c1ccc(CNC(=O)CC2c3cccnc3C(=O)N2c2c(Cl)cccc2Cl)cc1 (centres undefined) | 4 | -1 | -8
COc1cc(-c2nc(C(N)=O)c3[nH]c(=O)n(-c4cccc(Cl)c4)c3n2)cc(Br)c1O | 4 | -3 | -6
Cc1ccc(OCCSc2nc3ccccc3n2CCO)c(C(C)C)c1 | -22 | 3 | 1

# Further results
Molecule | NPYLR7 agonist | hcGAS inh | mcGAS lum
COc1ccccc1NC(=O)N(Cc1ccccc1OS(=O)(=O)c1ccc(F)cc1)CC1CCCO1 (centres undefined) | 9 | -4 | -3
CSc1ccc(C=NNS(=O)(=O)c2cc(C)ccc2C)cc1 | -1 | 0 | -4
Cc1ccc2cc(CCNC(=O)C(C)Oc3ccccc3)c(=O)[nH]c2c1C (centres undefined) | -1 | -9 | .
CN(C)CCO[C@@H]1COCC[C@H]1NC(=O)C1(Cn2cccn2)CC1 | . | -8 | -6
CCOc1cc(C=CC(=O)Nc2nnc(SCC)s2)ccc1OC | 7 | -4 | -4
NC1=NC(=Nc2ccccc2)c2ccccc21 | -1 | 8 | -3
Cc1ccc(NC(=O)CSc2nc(=O)n3cccc(C)c3n2)cc1 | 5 | 8 | .
COc1ccccc1-n1c(=O)[nH]c2c(C(N)=O)nc(-c3cc(Br)ccc3O)nc21 | 1 | -9 | -7
CCn1c(C2CCCN(C(=O)c3cnc4ccccn4c3=O)C2)nn(C)c1=O (centres undefined) | . | -7 | -11
CCN(Cc1nc2ccccc2c(=O)[nH]1)Cc1nc(-c2cccs2)no1 | 8 | -8 | .
Cc1ccc(C(=O)N2CCN(C3=NCC(C)S3)CC2)cc1F (centres undefined) | 9 | -11 | .
CN(Cc1ccc(F)cc1)C(=O)NC1CCN(c2ccccc2)C1=O (centres undefined) | 8 | -3 | .
CC1=CC[C@@H]2CN(C(=O)c3coc4c3C(=O)CCC4)C[C@@H]2C1 | 0 | -4 | -6
CC1Sc2ccc(C(=O)N(C)C(C)c3cccs3)cc2NC1=O (centres undefined) | 0 | 0 | -3
Cc1cc(NC2CCN(Cc3ccccc3)C2=O)nc(-c2ccncc2)n1 (centres undefined) | 10 | -2 | .
c1cc(-c2n[nH]c(C3CC3)n2)cc(-n2cnnc2)c1 | -2 | -6 | .
O[C@@H]1C[C@H]2CN(Cc3cnc(NCc4ccccc4)nc3)C[C@H]2C[C@@H]1O | 0 | -10 | .
CC(C)(C)c1nc2ccc(NC(=O)CC3(C(=O)O)CCCC3)cc2[nH]1 | 6 | 9 | .
Cc1cc(C)c(C#N)c(SCc2ccccn2)n1 | 17 | -3 | -9
CCn1nc(C(=O)NCC2CCCCC2)cc1-c1ccco1 | 2 | -18 | .
CCCC(=O)N1CCC1(C)C(=O)NS(=O)(=O)c1ccc(C#N)cc1 (centres undefined) | 7 | 4 | .
CC1=C(C(=O)OC2CCC(C)CC2)C(c2ccc(O)c([N+](=O)[O-])c2)NC(=O)N1 (centres undefined) | 1 | -4 | -2
O=S(=O)(Oc1ccc(CNCc2ccco2)cc1)c1ccc(F)cc1 | 0 | -2 | -6
Clc1ccc(Nc2nnc3ccc(Cl)cn23)cc1 | -1 | -4 | .
O=C(c1ccc(F)c(F)c1)N1CCC(c2nc3cc(Cl)ccc3s2)CC1 | 3 | -3 | .

# The list goes on; the last three above are carried over.
Molecule | NPYLR7 agonist | hcGAS inh | mcGAS lum
O=S(=O)(Oc1ccc(CNCc2ccco2)cc1)c1ccc(F)cc1 | 0 | -2 | -6
Clc1ccc(Nc2nnc3ccc(Cl)cn23)cc1 | -1 | -4 | .
O=C(c1ccc(F)c(F)c1)N1CCC(c2nc3cc(Cl)ccc3s2)CC1 | 3 | -3 | .
O=c1[nH]cc(N2CCCCC2)c(=O)[nH]1 | 0 | 4 | -1
CCCS(=O)(=O)Oc1ccc(C)cc1-c1nc2c(C)cccc2o1 | -3 | -8 | -7
Nc1nnc(SCc2cccc(Cl)c2)s1 | 1 | -2 | -4
COc1cc(OC)c(OC)cc1/C=C1N=C(/C=C/c2cccc(Cl)c2Cl)OC\1=O | -13 | -4 | 2
CC1CN(C(=O)CSc2cn(CC(=O)N(C(C)C)C(C)C)c3ccccc23)CC(C)O1 (centres undefined) | -5 | 0 | -1
O=C(NC1CCc2nnc(C3CC3)n2CC1)C1CC=CCC1 (centres undefined) | . | -5 | -4
OCCn1ncnc1CCN1CCCCCCC1 | . | -10 | -7
O=C1C2C3C=CC(C2C(=O)N1c1cccc(O)c1)C1C2C(=O)N(c4cccc(O)c4)C(=O)C2C31 (centres undefined) | 5 | -1 | -2
CCN(Cc1nccn1C)C(=O)CC(=O)Nc1cc(C)cc(C)c1 | 0 | -2 | -2
CCc1ccc(OCC(=O)NNC(=O)C2CCCc3ccccc32)cc1 (centres undefined) | 1 | -4 | .
c1ccc(COc2cncc(N3CCC(n4ccnc4)CC3)n2)cc1 | 3 | -9 | .
